LYP inhibition = PTPN22 lymphoid phosphatase activity blockers – biochemical, fluorescence intensity, uHTS (AID 1779) | recombinant LYP phosphatase, fluorescence intensity; higher % means a stronger effect | inhibition, % at 11.5 µM, or IC50 in µM where a hit was titrated | actives 0.054% (n = 290,000); in the data active = inhibition above about 50%;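 note: plate controls were vehicle with enzyme for no effect and no enzyme for full effect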
* = called active by the depositor.

Start of the data: the first 15 compounds, to show the layout:
SMILES	LYP inhibition
O=C1Nc2ccccc2C1C(C[N+](=O)[O-])c1ccccc1 (configuration not stated)	-2%
O=C(O)C1CCC(N2C(=O)c3c(Cl)c(Cl)c(Cl)c(Cl)c3C2=O)CC1 (configuration not stated)	94%*
CCCS(=O)(=O)c1nc(S(=O)(=O)c2ccc(C)cc2)c(N2CC(C)OC(C)C2)s1 (configuration not stated)	-7%
O=C(Nc1cccc2ncccc12)c1ccc(Cl)cc1	-3%
CCCCCCCNC(=O)C1(CC2CC(c3ccc(Cl)cc3)=NO2)CCN(C(=O)c2cc(OCC)c(OCC)c(OCC)c2)CC1 (configuration not stated)	-3%
CCCn1c2ccccc2c2nnc(SCCN3CCOCC3)nc21	-2%
COc1ccc(C(=O)N/C(=C\c2ccco2)C(=O)NCc2ccco2)cc1	-8%
COc1nnc(-c2ccc(C)c(S(=O)(=O)NC(C)(C)CO)c2)c2ccccc12	2%
NS(=O)(=O)c1ccc(CNC(=O)c2sccc2-c2ccccc2)cc1	-3%
O=C(CCc1nnc2ccc(NCc3ccccc3)nn12)NC1CCCCC1	-2%
CCOc1ccc(CCNC(=O)c2ccc(NC3=NC4CS(=O)(=O)CC4S3)cc2)cc1 (configuration not stated)	-10%
CC1=C(C(=O)OCc2ccccc2)N2C(=O)[C@@H](NC(=O)COc3ccccc3)[C@H]2SC1	-5%
O=C(Nc1ccc(N2CCN(Cc3ccccc3F)CC2)cc1)c1ccc([N+](=O)[O-])o1	-5%
COc1ccc(-c2c(-c3ccccc3OC)sc3ccccc23)cc1OC	-6%
O=C(Nc1ccccc1C(=O)N1CCN(CCO)CC1)c1cccc([N+](=O)[O-])c1	-7%

Main list, previewed entries included:
SMILES	LYP inhibition
O=C1Nc2ccccc2C1C(C[N+](=O)[O-])c1ccccc1 (configuration not stated)	-2%
O=C(O)C1CCC(N2C(=O)c3c(Cl)c(Cl)c(Cl)c(Cl)c3C2=O)CC1 (configuration not stated)	94%*
CCCS(=O)(=O)c1nc(S(=O)(=O)c2ccc(C)cc2)c(N2CC(C)OC(C)C2)s1 (configuration not stated)	-7%
O=C(Nc1cccc2ncccc12)c1ccc(Cl)cc1	-3%
CCCCCCCNC(=O)C1(CC2CC(c3ccc(Cl)cc3)=NO2)CCN(C(=O)c2cc(OCC)c(OCC)c(OCC)c2)CC1 (configuration not stated)	-3%
CCCn1c2ccccc2c2nnc(SCCN3CCOCC3)nc21	-2%
COc1ccc(C(=O)N/C(=C\c2ccco2)C(=O)NCc2ccco2)cc1	-8%
COc1nnc(-c2ccc(C)c(S(=O)(=O)NC(C)(C)CO)c2)c2ccccc12	2%
NS(=O)(=O)c1ccc(CNC(=O)c2sccc2-c2ccccc2)cc1	-3%
O=C(CCc1nnc2ccc(NCc3ccccc3)nn12)NC1CCCCC1	-2%
CCOc1ccc(CCNC(=O)c2ccc(NC3=NC4CS(=O)(=O)CC4S3)cc2)cc1 (configuration not stated)	-10%
CC1=C(C(=O)OCc2ccccc2)N2C(=O)[C@@H](NC(=O)COc3ccccc3)[C@H]2SC1	-5%
O=C(Nc1ccc(N2CCN(Cc3ccccc3F)CC2)cc1)c1ccc([N+](=O)[O-])o1	-5%
COc1ccc(-c2c(-c3ccccc3OC)sc3ccccc23)cc1OC	-6%
O=C(Nc1ccccc1C(=O)N1CCN(CCO)CC1)c1cccc([N+](=O)[O-])c1	-7%
O=C(NCc1cc(C(F)(F)F)ccc1F)C1CCC(=O)N(C2CCCCCC2)C1 (configuration not stated)	-9%
O=C(O)c1ccccc1C(=O)c1ccc2c(c1)CCC2	-6%
Clc1ccc2nc(-c3ccccc3)cn2c1	-9%
CN(CC(=O)Nc1c(Cl)cccc1Cl)C(=O)c1ccccc1SCC(=O)N1CCCC1	-19%
CCCc1nnc(NC(=O)CCC(=O)N2CCN(Cc3ccc(F)cc3)CC2)s1	-13%
CCOC(=O)C1CCCN(C(=O)Cn2nc(C)c3c(C)n(-c4ccccc4)nc3c2=O)C1 (configuration not stated)	-8%
COc1ccc(-n2c(C)nnc2SCC(=O)Nc2ccccc2F)cc1	0%
CC(=O)c1ccc(OCC(=O)NC(=O)NC2CCCCC2)cc1	-5%
CCOC(=O)c1c(NC(C)=O)sc2c1CCN(Cc1ccccc1)C2	-4%
CC1CN(CCS(=O)(=O)c2cc(Cl)ccc2Cl)CC(C)O1 (configuration not stated)	2%

(cont.)
SMILES	LYP inhibition
COc1cccc(C2C(C(=O)c3cc4ccccc4o3)=C(O)C(=O)N2c2cc(C)on2)c1 (configuration not stated)	-8%
Cc1ccc(C(=O)Nc2ccc3ncccc3c2)cc1	-4%
CCN(CC)c1ccc2c(cc1=O)[C@@H](NC)CCc1cc(OC)c(OC)c(OC)c1-2	-1%
C[C@H](NC(=O)c1nc[nH]c1C(=O)N[C@@H](Cc1ccccc1)C(=O)OCc1ccccc1)C(=O)OCc1ccccc1	-2%
COc1nc(C)cc(C)c1S(=O)(=O)c1ccccc1C	-8%
COc1ccccc1CNS(=O)(=O)c1ccc(-n2cnnn2)c(OC)c1	-3%
CC1(C)OC(=O)C=C(CC2NS(=O)(=O)OC3CCCCC23)O1 (configuration not stated)	-1%
COc1ccc(CCN(C)C/C=C/c2ccccc2[N+](=O)[O-])cc1OC	-6%
O=C(Nc1cccc(F)c1)Nc1ccc2c(c1)OCO2	-5%
Cc1ccc2c(CN3CCCCC3CCO)cc(=O)oc2c1 (configuration not stated)	0%
O=C(c1cccs1)N1CCC(c2nc3c(nnn3Cc3cccc(Cl)c3)c(=O)[nH]2)CC1	-11%
O=C(NC1CCCCCC1)c1cc2ccccc2oc1=O	2%
Cc1cc(C)cc(NC(=O)Cn2nnc(C(=O)NCc3ccco3)c2N)c1	-7%
Cc1c(Cc2ccccc2)c(=O)oc2cc(OCC(=O)NC(Cc3ccc(Cl)cc3)C(=O)O)ccc12 (configuration not stated)	2%
CC1CCN(C(=O)COC(=O)c2nn(C)c(=O)c3ccccc23)CC1	-5%
Cc1ccc(C(C)NC(=O)Cc2cccs2)c(C)c1 (configuration not stated)	-8%
COc1ccc(CCNC(=O)C2(c3ccccc3)CC2)cc1	-11%
Cc1ccccc1C(=O)Nc1ccnn1C1CCN(C(=O)c2cnsn2)CC1	-6%
CCOc1ccccc1OCCN1CCCC1	-7%
COc1ccc(N(C(=O)c2snc(C(N)=O)c2N)C(C(=O)NC2CCCC2)c2ccco2)cc1OC (configuration not stated)	-8%
C=CCn1c(SCC(=O)N(C)C)nc2sc3c(c2c1=O)CCC3	-2%
Cc1cc(NC(=O)CSc2nnc(C)o2)no1	-8%
CCc1ccccc1N1CC(C(=O)Nc2nccs2)CC1=O (configuration not stated)	4%
CN1CCN(C(=O)c2cc3ccccc3[nH]2)CC1	-6%
O=C(NC1CCCCCCC1)c1cccc(Cl)c1	-3%

Next records follow.
SMILES	LYP inhibition
Cc1cc(NC(=O)c2ccno2)no1	-13%
CC(C)(C)c1ccc(S(=O)(=O)NCC(=O)N2CCCC2)cc1	-12%
CC(=O)c1ccc(NC(=O)/C(C#N)=C/c2ccncc2)cc1	-3%
CCCN1CCN(CCCNC(=O)Cn2nc(C)n3c(cc4cc(OC)ccc43)c2=O)CC1	-9%
CCOC(=O)C1(Cc2ccccc2C)CCCN(C(=O)c2ccoc2)C1 (configuration not stated)	-4%
CCC(=O)c1cn(CC(=O)Nc2cccc(C)c2)c2ccccc12	-7%
COc1ccc(NC(=O)c2ccc(CN3CCc4ccccc4C3)cc2)cc1OC	-8%
Cc1nc2nc(SCC(=O)NCCCN3CCCCCC3)nn2c(C)c1Cc1ccccc1Cl	-5%
COc1ccc(NC(=O)CN2C(=O)COc3ccc(S(=O)(=O)N4CCCCCC4)cc32)cc1	-13%
O=C(Nc1nnc(S(=O)(=O)N2CCOCC2)s1)c1ccc(Cl)cc1	-6%
Cc1ccc(S(=O)(=O)NCC(=O)NCC(=O)N(C)Cc2ccc3ccccc3c2)cc1C	-5%
O=C(NCc1cccnc1)c1cccc(OC2CCN(Cc3ccc(CO)o3)CC2)c1	-8%
COc1ccc(OCC(=O)Nc2nnc(S(=O)(=O)N3CCCCCC3)s2)cc1	-8%
Cn1c(CC(=O)Nc2ccccc2Cl)nnc1SCC(=O)NC1=NCCS1	-10%
O=C(COc1ccc(S(=O)(=O)N2CCOCC2)cc1Cl)N1CCCC1	-3%
COc1ccccc1CN1CC(C(=O)N2CCCCO2)CCC1=O (configuration not stated)	-12%
CCN(CC)C(=O)Cn1cc(C(=O)C(=O)N2CCN(c3ccc([N+](=O)[O-])cc3)CC2)c2ccccc21	-2%
O=C(O)c1cc(S(=O)(=O)NC2CCCc3ccccc32)ccc1O (configuration not stated)	-9%
COc1ccc(N2CCN(C3CCCN(C(=O)CSC)C3)CC2)cc1 (configuration not stated)	-6%
O=c1cc(CN2CCN(Cc3ccccc3)CC2)c2ccc(O)c(O)c2o1	-1%
O=C(c1ccc(Cn2cc([N+](=O)[O-])cn2)o1)N1CCCC1	-8%
Cc1[nH]n(-c2ccccc2)c(=O)c1/C=N/NC(=O)c1ccccc1F	2%
COc1ccc(C(=O)OCC(=O)Nc2c(C)cccc2C)c(OC)c1OC	-4%
O=C(NCC1CCCO1)c1ccc(NC(=O)c2cc(F)c(F)cc2Cl)cc1 (configuration not stated)	-9%
Cc1c(C(=O)N/N=C/c2ccoc2)cccc1[N+](=O)[O-]	-11%

Reprinted at random: 2 compounds from above.
SMILES	LYP inhibition
COc1ccc(N2CCN(C3CCCN(C(=O)CSC)C3)CC2)cc1 (configuration not stated)	-6%
Cc1ccc(S(=O)(=O)NCC(=O)NCC(=O)N(C)Cc2ccc3ccccc3c2)cc1C	-5%

Additional structures:
SMILES	LYP inhibition
COc1ccccc1CNC(=O)C1CCC(CNS(=O)(=O)c2ccc(F)cc2)CC1 (configuration not stated)	-9%
Cc1cc(OCc2n[nH]c(=S)n2-c2ccccc2)ccc1Cl	-4%
O=C(CSc1nnc(NC(=O)C2CC(=O)N(c3ccc(F)cc3)C2)s1)NC1CCCC1 (configuration not stated)	1%
O=C(CN(C(=O)c1csnn1)c1ccc(Cl)cc1)NC1CCCC1	-5%
O=C(NCc1cccc(F)c1)C1CCC(=O)N(CC2CCCCC2)C1 (configuration not stated)	-10%
CCOC(=O)N1CCN(S(=O)(=O)c2ccc(OC)c(C(=O)N3CCCCC3)c2)CC1	-5%
O=C(CN(Cc1ccc(Br)cc1)S(=O)(=O)c1ccccc1)NCc1ccncc1	-8%
CC(CC(=O)Nc1ccc(F)cc1F)S(=O)(=O)c1ccc2c(c1)NC(=O)CO2 (configuration not stated)	-2%
CCOC(=O)c1ccc(NS(=O)(=O)c2ccc3c(c2)n(C)c(=O)n3C)cc1	-5%
COc1ccc(-c2csc(-n3ncc(C(=O)O)c3C(F)(F)F)n2)cc1	-5%
CCCCc1ccc(NC(=O)Nc2cnccn2)cc1	-9%
O=C(NC1CCN(C(=O)Nc2ccc(F)cc2)CC1)c1ccccc1F	-3%
CCCNS(=O)(=O)c1ccc(OCC(=O)NCC2CCCO2)cc1 (configuration not stated)	-14%
CCN(CC)C(=O)c1csc(Nc2cccc3ccccc23)n1	-3%
COc1ccc(-n2ncc3c2CC(C)(C)CC3NC(=O)CCn2nc(C)cc2C)cc1 (configuration not stated)	-8%
O=C(NC1CCN(Cc2ccccc2)CC1)c1ccccc1Cl	-12%
Cc1ccc2c(nc3s/c(=C\c4ccc(-c5ccccc5C(=O)O)o4)c(=O)n32)c1C	0%
Cc1cccc(N2CCN(C(=O)C3CCC(CNS(=O)(=O)c4cccs4)CC3)CC2)c1C (configuration not stated)	-1%
CC(=O)N1c2ccc(S(=O)(=O)N3CCC(C(=O)Nc4ccc(F)cc4)CC3)cc2CC1C (configuration not stated)	-9%
Cn1nc(C(=O)N2CCN(c3ccc(F)cc3)CC2)c2c1-c1ccccc1S(=O)(=O)C2	-13%
CCOc1ccccc1NC(=O)c1ccccc1NC(=O)c1ccco1	1%
O=C(NCc1ccccc1Br)C1CCCO1 (configuration not stated)	-4%
CCC(=O)Nc1cccc(C(=O)N(Cc2ccccc2)Cc2ccccc2)c1	-6%
COCCCNC(=S)Nc1cc2oc3ccccc3c2cc1OC	-7%
COc1ccc(C(=O)N2CCN(CCNC(=O)C(=O)Nc3ccc(F)cc3)CC2)cc1OC	0%

(further entries)
SMILES	LYP inhibition
CCOc1ccc(CN2CCNC(=O)C2CC(=O)NC2CCOCC2)cc1 (configuration not stated)	-7%
O=C(NNS(=O)(=O)c1ccc(F)cc1)c1ccccc1F	-12%
Cc1ccc(S(=O)(=O)Nc2cccc(-n3cnnn3)c2)cc1C(=O)O	-10%
CC(=O)Nc1ccc(S(=O)(=O)N2CN(c3ccc(C)cc3)c3nc4ccccc4nc32)cc1	-6%
NS(=O)(=O)c1cccc(NC(=O)c2cccc(Oc3ccccc3)c2)c1	-4%
COc1ccc(C(C)NC(=S)NCc2ccc(F)cc2)cc1 (configuration not stated)	-6%
COc1ccc(N2CCN(c3nc4c(C)cccn4c(=O)c3/C=C(\C#N)C(N)=O)CC2)cc1	-8%
O=C(Nc1nnc(S(=O)(=O)N2CCOCC2)s1)c1ccccc1Br	-3%
COc1ccc(/C(C)=N/NC(=O)c2nnn(-c3nonc3N)c2CN(C)c2ccccc2)cc1	-11%
NS(=O)(=O)c1ccc(CCNCC#Cc2ccccc2)cc1	-7%
CCOc1ccc(C(=O)Nc2ccc(S(=O)(=O)Nc3nccc(C)n3)cc2)cc1OCC	-6%
O=C(Nc1ccc2c(c1)OCO2)C1CC(c2cccc(Br)c2)=NO1 (configuration not stated)	-2%
CCOc1ccc(NC(=O)CN(C)S(=O)(=O)c2cccc3cccnc23)cc1	-5%
O=S(=O)(NCC1CCN(c2ccc(S(=O)(=O)N3CCOCC3)cc2)CC1)c1ccccc1	-6%
NCC(O)CN1CCN(Cc2ccccc2)CC1 (configuration not stated)	-6%
Cn1c(SCC(=O)NC2CCCCC2)nnc1-c1cccnc1	-8%
CCCCN1/C(=C/c2cccc[n+]2C)Sc2cc(NC(C)=O)ccc21	-5%
Cc1ccc(-n2nnc3c(=O)n(CC(N)=O)cnc32)cc1	-6%
CN(C(=O)c1ccc2nc(N)sc2c1)c1ccccc1	-8%
CN(C)Cc1c(C(=O)N/N=C/c2cccnc2)nnn1-c1nonc1N	0%
CCCNc1nc(Nc2ccc(C)c(Cl)c2)c2cnn(C)c2n1	-3%
COc1ccc(C2(C)NC(=O)N(CC(=O)NCc3ccccc3)C2=O)cc1OC (configuration not stated)	-6%
COc1ccc(CNC(=O)N2CCN(S(=O)(=O)c3ccccc3)CC2)cc1	-1%

Not all compounds are listed. The share of hits here may be higher or lower than overall.
